PTHR1 agonist: PTHR1 (human) receptor agonism; HEK293 GP2 PTHR1 cells, GloSensor cAMP luminescence, 1 h; Q03431; 0.075% of 410,000 active; Potency, µM (doses to about 115 µM), for the others: at the top dose activation, usual class: activators; further: potency means the concentration at half of the fitted maximal effect; nearly all actives have a fitted effect of over 55% in size; some results filed as inactive show a strong effect at the top dose; inactives centre near -15; many of its hits are not listed in these tables
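HEK-293-derived GP2 cells expressing PTHR1 and a GloSensor cAMP reporter, 3,000/well, plated overnight, given luciferin plus IBMX (each 0.5 mM as added) for 1 h at 37 °C, then compound for 1 h at 37 °C. Luminescence was read after 15 min at room temperature.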
EPAC1 ag: activates human EPAC1 exchange factor. O95398. EPAC1 agonist qHTS, biochemical assay; response scale: 100% = response to 6.5 mM cAMP. Potency, µM (series often up to 154 µM), for inactives: top-dose activation, usual class: activators. 0.073% of 360,000 active. AID 720707; further: potency means the concentration at half of the fitted maximal effect; nearly all actives have a fitted effect of over 60% in size
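Compounds were pinned as a concentration titration into mixtures of EPAC1 (100 nM), BODIPY-GDP-loaded Rap1B (250 nM) and GDP (50 uM). After 5 min at room temperature, fluorescence was followed for 30 min; activity was scaled to 6.5 mM cAMP.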
EPAC1 antagonist: blocks human EPAC1 exchange factor. O95398. EPAC1 GEF assay, Rap1b-BODIPY-GDP exchange fluorescence. Potency, µM (doses to about 115 µM), without a hit: top-dose activity change, negative = inhibition, hits mostly inhibitors. 0.14% of 360,000 active. AID 720709;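 further: potency means the concentration at half of the fitted maximal effect; plate controls were vehicle for no effect and positive control for full effect; nearly all actives have a fitted effect of over 50% in size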
PLK1 PBD inh: blocks phosphopeptide binding to human PLK1 polo-box domain | Potency, µM, for inactives: max response, negative = inhibition, most hits filed as inhibitors | 2.8% of 360,000 active | Plk1 PBD binding of FITC phosphopeptide, fluorescence polarization | AID 720504; further: potency means the concentration at half of the fitted maximal effect; series mostly up to about 57 µM; on the % scale 0 is the no-effect control and ±100 the full control effect; nearly all actives have a fitted effect of over 65% in size
GLP1R cytotox: cytotoxicity counter-screen for GLP-1 receptor inverse agonists. HEK293 cAMP-luciferase reporter cells, luminescence, 24 h. Potency, µM (top dose mostly 38.3 µM), without a hit: at the top dose activity change, negative = inhibition, actives largely listed as inhibitors. 0.13% of 410,000 active;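 further: loss of luciferase light is scored as toxicity; potency means the concentration at half of the fitted maximal effect; on the % scale 0 is the no-effect control and ±100 the full control effect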
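Compound-treated cells are incubated 24 hr at 37 deg C under 5% CO2 after a 12 hour attachment period, then luciferase detection reagent is added and luminescence is measured following 12 min at room temperature; lowered signal indicates toxicity.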
GLP-1R inv ag: inverse agonists of human GLP-1 receptor | P43220 | HEK293 GLP-1R CRE-luciferase, luminescence, 24 h; GLP-1R form is constitutively active | Potency, µM (series often up to 38.3 µM), without a hit: at the highest dose activity change, negative = inhibition, usual class: inhibitors | 1.6% of 410,000 active | AID 624417; further: potency means the concentration at half of the fitted maximal effect; on the % scale 0 is the no-effect control and ±100 the full control effect; nearly all actives have a fitted effect of over 55% in size
Target sequence (P43220 whole entry, looked up): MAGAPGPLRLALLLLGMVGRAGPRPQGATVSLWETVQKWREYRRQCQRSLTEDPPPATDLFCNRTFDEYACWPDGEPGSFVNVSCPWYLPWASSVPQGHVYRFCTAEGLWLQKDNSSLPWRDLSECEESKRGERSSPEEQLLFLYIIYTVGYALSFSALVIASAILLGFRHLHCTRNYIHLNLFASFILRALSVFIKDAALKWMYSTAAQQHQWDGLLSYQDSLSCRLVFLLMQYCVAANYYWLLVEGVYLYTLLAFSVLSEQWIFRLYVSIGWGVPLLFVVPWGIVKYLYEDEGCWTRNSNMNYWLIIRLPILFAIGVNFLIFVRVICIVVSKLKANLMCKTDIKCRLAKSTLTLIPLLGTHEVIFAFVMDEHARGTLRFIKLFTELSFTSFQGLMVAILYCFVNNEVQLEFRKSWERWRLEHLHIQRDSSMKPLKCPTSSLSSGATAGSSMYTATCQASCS
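Using stably transfected HEK293 (constitutively active GLP-1R, cAMP-luciferase reporter), compounds were incubated 24 hr and luciferase measured by luminescence.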
PI5P4K alpha inh: inhibitors of human PI5P4K alpha; max response, %; AID 652105; P48426; 1.2% of 330,000 active; PI5P4Kalpha enzyme, ADP-Glo luminescence, 60 min; stronger effect = lower value; active means max response of -50% or lower; inconclusive means between -30% and -50%; inactive means -30% or higher; further: value at the top dose of about 77 µM; on the % scale 0 is the no-effect control and ±100 the full control effect
Target sequence (P48426 whole entry, looked up): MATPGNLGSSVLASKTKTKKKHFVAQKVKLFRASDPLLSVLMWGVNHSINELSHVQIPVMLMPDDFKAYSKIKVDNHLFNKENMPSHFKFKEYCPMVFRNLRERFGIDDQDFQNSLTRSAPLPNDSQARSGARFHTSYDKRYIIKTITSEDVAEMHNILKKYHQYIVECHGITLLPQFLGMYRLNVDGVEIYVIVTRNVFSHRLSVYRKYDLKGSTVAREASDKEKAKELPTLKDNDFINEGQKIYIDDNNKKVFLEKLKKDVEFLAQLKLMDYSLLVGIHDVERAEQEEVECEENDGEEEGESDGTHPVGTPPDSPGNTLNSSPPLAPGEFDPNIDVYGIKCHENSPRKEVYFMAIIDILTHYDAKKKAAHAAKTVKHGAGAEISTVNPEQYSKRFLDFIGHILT
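Quantitative HTS of the MLSMR library against PI5P4Kalpha with substrate. ATP added last at 5 microM final; room temperature, 60 minutes. Remaining ATP depleted, ADP converted and read as luminescence.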
GLP1R ag: agonists of human GLP-1 receptor | P43220 | HEK293 GLP-1R CRE-luciferase, luminescence, 4-6 h; cells express a hypersensitive GLP-1R form | Potency, µM (titrated, usually from 45.6 µM), for inactives: at the top dose activation, hits mostly activators | 0.007% of 380,000 active; further: potency means the concentration at half of the fitted maximal effect; % of control where 0% means no effect
IL2 activator: activates IL-2 in a cell-based reporter assay. IL-2 activation reporter assay, cell-based qHTS; stimulated with anti-CD3/CD4/CD28 beads; in transgenic mouse T cells. activation, % (series mostly up to about 46 µM). 0.065% of 360,000 active. AID 652025; in the data active means activation above about 50%; inconclusive means mostly about 30% to 49%; further: 0% is about no effect
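Unstimulated transgenic mouse T cells preincubated 60 min with compound, then stimulated with anti-CD3/anti-CD4-coated beads plus anti-CD28 for 18 h at 37 degrees C. IL-2 response read as EGFP and DsRed fluorescence by plate cytometry.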
Active calls of the source: *; i = inactive; u = inconclusive; x = no result given; [ ] = another dose, or the depositor's remark. Unless noted, the call rests on the fitted dose curve; in most records, active means well fitted curve in the direction sought with a large enough effect; inconclusive means small, poorly fitted or top-dose-only effect, or another doubt; inactive means no such curve, though single readings can be large; an effect the other way counts as inactive or inconclusive. This is a subset; the hit share may differ from the screen's.

Each structure is followed by: PLK1 PBD inh	PI5P4K alpha inh	GLP-1R inv ag	GLP1R cytotox	PTHR1 agonist	EPAC1 antagonist	IL2 activator	GLP1R ag	EPAC1 ag
COc1ccc(CCN(C)CCC(=O)Nc2c(C)cc(C)cc2C)cc1OC
 : -8%	x	0%	2%	i	8%	-2.7	-4%	10%
CCc1nc2ccc(C(=O)Nc3cccc(NS(C)(=O)=O)c3)cn2c1N(CC)CCOC
 : 2%	3	9%	4%	-6%	10%	-0.6	-1%	-12%
Cc1ccccc1NC(=O)CSc1nc(O)cc(=O)n1C
 : 0%	5	7%	2%	-3%	-2%	-2.9	-2%	7%
COc1ccc(S(=O)(=O)NC(C)C(=O)N2CCCCCC2)cc1 (stereo not drawn)
 : 3%	2	69%[activator]	5%	i	-2%	-2.7	-1%	-5%
Cc1nc(N2CCOCC2)c2c(C)c(C(=O)Nc3ccc(F)cc3Cl)sc2n1
 : -1%	9	24%	6%	i	-6%	-2.7	2%	-7%
N#Cc1cnn2c(=O)[nH]cnc12
 : -4%	-23	-4%	10%	i	4%	3.6	-1%	5%
COC(=O)C1=C(C)N(C)C(=O)NC1c1ccc([N+](=O)[O-])o1 (stereo not drawn)
 : u	-6	20%	-3%	-21%	18%	-0.7	-6%	-13%
Cc1cc(C)c(S(=O)(=O)NCC(c2ccc3c(c2)OCO3)N2CCOCC2)c(C)c1 (stereo not drawn)
 : -9%	0	-5%	6%	-9%	1%	3.3	-2%	5%
CC1(c2ccc3ccccc3c2)NC(=O)N(CC(N)=O)C1=O (stereo not drawn)
 : -9%	3	-18%	3%	i	-14%	0.3	-3%	11%
C/C=C/C=C\C(=O)Nc1cccc(C2=NOC3(C2)C[C@@H](C(N)=O)N(C(=O)c2cc([N+](=O)[O-])cc([N+](=O)[O-])c2C)C3)c1 (stereo partly drawn)
 : 34µM*	-71*	3%	9%	-31%[inhibitor]	-19%	0.3	7%	-6%
COc1ccc(-n2nnnc2/C=C/Nc2cc(C(F)(F)F)ccc2OC)cc1
 : 1%	2	u	-14%	-24%	-20%	0.1	-4%	-1%
CC(C)C[C@H](NC(=O)[C@@H](Cc1ccccc1)n1c(=O)[nH]c2ccccc2c1=O)C(=O)N[C@@H](Cc1ccccc1)C(=O)O
 : -3%	-5	6%	4%	-8%	4%	-0.5	-3%	-30%[inhibitor]
CC(C)CCNC(=O)c1nnc(Cc2ccc(Cl)cc2)o1
 : 2%	2	1%	-1%	i	15%	-4.6	-1%	-16%
COc1ccc(NC(=O)CCc2ccccc2)cc1S(=O)(=O)N1CCOCC1
 : -9%	1	-13%	-6%	-27%	-7%	0.5	6%	1%
O=C(Nc1sccc1C(=O)N1CCOCC1)c1cccnc1
 : u	x	4%	0%	-5%[57.5 µM]	0%	-1.6	-10%	-5%
CSc1ccccc1NC(=O)c1ccoc1C
 : -24%	x	-1%	1%	-41%[inhibitor][57.5 µM]	-24%	-0.1	0%	9%
c1ccc(-c2ccccc2OCc2nnc3n2CCC3)cc1
 : -11%	-4	-2%	6%	-33%[inhibitor]	-14%	2.0	-13%	1%
CCCC1NC(=O)c2cccnc2-n2c1nc1ccc(Br)cc1c2=O (stereo not drawn)
 : -5%	2	-1%	3%	-16%	16%	-1.4	3%	-2%
CCCCCCn1c(SCC(=O)NC2CCS(=O)(=O)C2)nc2ccccc2c1=O (stereo not drawn)
 : -10%	0	-10%	-2%	-24%	-6%	0.4	10%	6%
Cc1nc2cccc(C(=O)Oc3ccc([N+](=O)[O-])cc3)c2o1
 : -12%	4	8%	-29%	-8%	u	1.3	0%	9%
O=C(/C=C/c1c(F)cccc1Cl)Nc1ccc(S(=O)(=O)Nc2ncccn2)cc1
 : -15%	3	18%	16%	-76%[inhibitor]	-5%	1.2	-1%	-26%
CC(C)N(CC#CCC(O)(c1ccccc1)c1ccccc1)CCO
 : -6%	10	10µM*	-14%	-2%	-4%	0.6	-1%	-8%
CC(C)=CC(=O)Nc1nnc(-c2ccc(F)cc2)s1
 : -5%	x	4%	-3%	i	2%	-1.8	-4%	7%
Clc1ccccc1Cn1nnc(-c2ccccc2)n1
 : -16%	-1	19%	1%	-10%	-3%	-1.7	11%	13%
CC(C)n1c(-c2ccncc2)n[nH]c1=S
 : -13%	0	10%	9%	-44%[inhibitor]	5%	0.1	4%	3%
COc1ccc(C(=O)NC(=O)Nc2cc(C)ccn2)cc1
 : 3%	x	-71%	-15%	-12%[57.5 µM]	3%	-0.7	-1%	3%
COc1cc(NC(=O)c2cc(-c3cccnc3)nc3ccc(Br)cc23)cc(OC)c1
 : 3%	58	19%	3%	-9%	6%	-2.5	4%	8%
O=C(NC1=NCCS1)c1ccc([N+](=O)[O-])cc1Cl
 : -1%	4	9%[7.66 µM]	13%[7.66 µM]	-1%	11%	0.2	4%	-8%
COc1ccc(NC(=O)c2ccc(NCC3CCCO3)c([N+](=O)[O-])c2)cc1 (stereo not drawn)
 : -12%	-2	u	-29%	i	-1%	0.4	13%	1%
Cc1ccccc1N1CCN(C2CCCN(C(=O)c3cn4c(C)cccc4n3)C2)CC1 (stereo not drawn)
 : -4%	2	u	0%	i	-11%	-0.8	4%	11%
COc1ccc(OCc2cc(=O)c3ccc4c(c3o2)C=CC(C)(C)O4)cc1OC
 : -1%	-6	-3%	-2%	-10%	0%	-0.1	9%	-13%
CC(=O)Nc1nc(NCc2ccccc2Cl)n(-c2ccccc2)n1
 : -3%	6	-2%	14%	-14%	-13%	-0.6	3%	7%
O=C(CCC(=O)N1CCN(c2ccc(F)cc2)CC1)c1ccccc1
 : -6%	-1	-13%	-1%	-9%	-1%	-3.2	14%	5%
O=C1COc2cccnc2N1
 : -3%	0	-9%	-8%	i	2%	-1.2	-8%	1%
CC(C)C(=O)Nc1nnc(SCC(=O)NCC2CCCO2)s1 (stereo not drawn)
 : -17%	3	12%	-8%	i	-7%	-1.1	7%	4%
O=C(c1ccco1)N1N=C(c2cccs2)CC1c1cc([N+](=O)[O-])ccc1O (stereo not drawn)
 : -25%	-17	-8%	u	-14%	6%	-6.0	-1%	1%
CCc1sc(C(=O)Nc2nc(-c3ccccn3)cs2)cc1C
 : u	-2	8%	u	-50%[inhibitor]	-11%	-0.3	6%	15%
COc1ccc(-c2cn3cccnc3n2)cc1NC(=O)c1cccs1
 : -11%	3	21%	7%	-1%	-10%	-1.1	8%	11%
CC(C)(C)c1ccccc1NC(=S)NCc1ccccc1
 : -6%	7	u	u	i	-7%	0.8	-6%	15%
COc1ccccc1CNC(=O)c1ccccc1OCc1ccc(F)cc1
 : 1%	10	u	4%	i	1%	-0.2	0%	5%
CC(C)(C)C(=O)c1c(N)[nH]c(C(=O)c2ccccc2)c1-c1cc2ccccc2nc1Cl
 : -16%	-14	20%	3%	-6%	-3%	-0.1	0%	14%
Cc1ccccc1OCC(=O)NNC(=O)c1cc(S(=O)(=O)N(C)C)ccc1N1CCCC1
 : -4%	5	-7%	-5%	-17%	-20%	-3.2	-16%	10%
CC(=O)Nc1ccc(-c2csc(Nc3ccc(S(N)(=O)=O)cc3)n2)cc1
 : -8%	-5	48%[activator]	-4%	i	6%	-0.6	10%	-1%
CC12CC3(C)CC(C)(C1)CC(C(N)=O)(C2)C3
 : 5%	8	-4%	-2%	-20%	-24%	1.4	-8%	-13%
CN(C)C(=S)NC(=O)c1cccc(Cl)c1
 : 0%	0	-18%	u	i	3%	-0.2	-15%	8%
CC1=C(C(=O)OC(C)C)C(c2ccccc2Cl)CC(=O)N1 (stereo not drawn)
 : 2%	7	u	-16%	-9%	1%	0.3	1%	2%
Cc1ccc(S(=O)(=O)c2nc(NCc3ccc4c(c3)OCO4)sc2Cl)cc1
 : 1%	x	-14%	-5%	-23%[57.5 µM]	-11%	-2.6	3%	21%
Cn1c(=O)n(C)c2cc(NC(=O)COc3ccc(Cl)cc3)ccc21
 : 7%	0	10%	-11%	-30%[inhibitor]	-8%	2.4	2%	6%
O=C(NCCCN1CCOCC1)c1c(O)c2cc(Br)cc(Br)c2[nH]c1=O
 : -21%	1	u	-2%	i	13%	4.4	1%	-1%

Grouped by structure, those above with fluorine (6)
Each structure is followed by: PLK1 PBD inh	PI5P4K alpha inh	GLP-1R inv ag	GLP1R cytotox	PTHR1 agonist	EPAC1 antagonist	IL2 activator	GLP1R ag	EPAC1 ag
Cc1nc(N2CCOCC2)c2c(C)c(C(=O)Nc3ccc(F)cc3Cl)sc2n1
 : -1%	9	24%	6%	i	-6%	-2.7	2%	-7%
COc1ccc(-n2nnnc2/C=C/Nc2cc(C(F)(F)F)ccc2OC)cc1
 : 1%	2	u	-14%	-24%	-20%	0.1	-4%	-1%
O=C(/C=C/c1c(F)cccc1Cl)Nc1ccc(S(=O)(=O)Nc2ncccn2)cc1
 : -15%	3	18%	16%	-76%[inhibitor]	-5%	1.2	-1%	-26%
CC(C)=CC(=O)Nc1nnc(-c2ccc(F)cc2)s1
 : -5%	x	4%	-3%	i	2%	-1.8	-4%	7%
O=C(CCC(=O)N1CCN(c2ccc(F)cc2)CC1)c1ccccc1
 : -6%	-1	-13%	-1%	-9%	-1%	-3.2	14%	5%
COc1ccccc1CNC(=O)c1ccccc1OCc1ccc(F)cc1
 : 1%	10	u	4%	i	1%	-0.2	0%	5%

Compound activity deposited in PubChem by National Center for Advancing Translational Sciences (NCATS).
